Screening data (PubChem BioAssay)
IDH1 R132H inh = inhibitors of human IDH1 R132H; O75874; AID 624101; 70,000 compounds, 0.18% hits; inhibition, % at 10 µM; IDH1 R132H reductase, diaphorase/resazurin fluorescence, 60 min; in the data active means inhibition above about 34%;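 further: 0% = DMSO and 100% = no enzyme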
PRC2 inh = EZH2 (human) methyltransferase inhibition; Q15910; PRC2 H3K27 methylation, DELFIA TRF, 1 h; inhibition, % at 12.5 µM; 57,000 compounds, 0.35% hits; AID 651548;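 active means mean inhibition of replicates at least 50% and every single replicate also reaching 50%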;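 further: dimethyl H3K27 on biotinylated H3 21-44 peptide detected by antibody; plate controls were median neutral control wells for no effect and median positive control wells for full effect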
Target sequence (Q15910 whole entry, looked up): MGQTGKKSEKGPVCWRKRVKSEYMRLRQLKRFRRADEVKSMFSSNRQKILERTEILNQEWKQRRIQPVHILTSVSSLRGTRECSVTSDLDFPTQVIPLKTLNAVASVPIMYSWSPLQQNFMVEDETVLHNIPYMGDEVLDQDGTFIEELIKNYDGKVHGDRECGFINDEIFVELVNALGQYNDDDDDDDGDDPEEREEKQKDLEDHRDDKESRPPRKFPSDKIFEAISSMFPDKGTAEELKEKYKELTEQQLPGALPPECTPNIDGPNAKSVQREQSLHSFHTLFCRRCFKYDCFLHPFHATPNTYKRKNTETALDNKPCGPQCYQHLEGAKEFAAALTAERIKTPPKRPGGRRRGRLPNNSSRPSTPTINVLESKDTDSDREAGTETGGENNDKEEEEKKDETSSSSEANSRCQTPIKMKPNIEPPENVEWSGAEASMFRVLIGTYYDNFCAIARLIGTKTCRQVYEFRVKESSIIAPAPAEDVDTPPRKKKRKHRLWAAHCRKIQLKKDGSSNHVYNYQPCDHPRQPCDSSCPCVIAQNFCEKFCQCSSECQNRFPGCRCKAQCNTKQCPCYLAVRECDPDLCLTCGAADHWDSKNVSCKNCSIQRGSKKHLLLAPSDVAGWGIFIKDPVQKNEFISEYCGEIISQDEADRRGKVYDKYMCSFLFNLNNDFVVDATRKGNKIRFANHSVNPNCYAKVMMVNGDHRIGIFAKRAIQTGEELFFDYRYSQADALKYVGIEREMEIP
Active calls of the source: *; . = not tested or not shown. Some of the compounds tested; the hit share may differ from the screen's.

SMILES	IDH1 R132H inh	PRC2 inh
COc1ccccc1NC(=O)N[C@H]1CC[C@H](CCNC(=O)c2ccc3c(c2)OCO3)O[C@@H]1CO	-0.3	-1
Cc1noc(C)c1NC(=O)Nc1ccc2c(c1)C(=O)N([C@H](C)CO)C[C@H](C)[C@@H](CN(C)Cc1ccc(Oc3ccccc3)cc1)O2	-2.0	.
C[C@@H]1CN([C@H](C)CO)C(=O)c2cc(C#Cc3cccc(F)c3)cnc2O[C@H]1CN(C)Cc1ccccn1	-0.9	-12
CCC(=O)N(C)C[C@@H]1Oc2cc(-c3cccnc3)ccc2S(=O)(=O)N([C@@H](C)CO)C[C@H]1C	0.2	-2
[N-]=[N+]=Nc1ccc(NC(=O)c2ccccc2)cc1	-0.4	-20
Cc1nc(SCC(=O)Nc2sc3c(c2C#N)CCCC3)nc2c1CCCC2	0.0	27
COc1ccc(NC(=O)N(C)C[C@H]2OCCCC[C@@H](C)Oc3ccc(NS(C)(=O)=O)cc3C(=O)N([C@@H](C)CO)C[C@H]2C)cc1	0.1	.
CC(=O)N[C@@H](C(=O)O[C@H]1CCC(C)(C)[C@@H]2CCC3=C(COC3=O)[C@@]12C)C(C)C	0.0	.
C[C@@H]1CCCCO[C@@H](CN(C)S(=O)(=O)c2cccs2)[C@@H](C)CN([C@@H](C)CO)C(=O)c2cc(NS(=O)(=O)c3ccc(F)cc3)ccc2O1	2.0	.
CC(C)NC(=O)N(C)C[C@H]1OCCCC[C@@H](C)Oc2ccc(NC(=O)CCCN(C)C)cc2C(=O)N([C@@H](C)CO)C[C@@H]1C	1.4	6
CCc1ccc(NC(=O)CSc2nnc(-c3ccc(Br)cc3)o2)cc1	-0.2	8
COc1ccc(NC(=O)N(C)C[C@H]2Oc3ncc(C4=CCCC4)cc3C(=O)N([C@H](C)CO)C[C@@H]2C)cc1	.	7
CC(=O)Oc1cc(C(C)C)c(OCCN(C)C)cc1C	-0.4	8
CNC[C@@H]1Oc2cc(-c3cccc(C(=O)N(C)C)c3)ccc2S(=O)(=O)N([C@H](C)CO)C[C@H]1C	0.2	3
C[C@@H]1CN([C@@H](C)CO)C(=O)c2cccc(NS(=O)(=O)c3ccc(Cl)cc3)c2O[C@H]1CN(C)C	0.1	.
C[C@H]1CN([C@@H](C)CO)C(=O)c2cc(-c3cccc(C#N)c3)cnc2O[C@@H]1CN(C)C(=O)C1CCOCC1	0.6	6
C[C@H](NC(=O)N(C)C[C@@H]1OCc2ccccc2-c2c(n(C)c3ccccc23)C(=O)N([C@H](C)CO)C[C@H]1C)c1ccccc1	1.0	-9
C[C@@H]1CN([C@@H](C)CO)C(=O)CCCn2cc(nn2)CO[C@@H]1CN(C)C(=O)NC1CCCCC1	.	-2
CNC[C@H]1Oc2cc(C#CCN(C)C)ccc2S(=O)(=O)N([C@@H](C)CO)C[C@H]1C	-0.3	11
C[C@H](CO)N1C[C@H](C)[C@@H](CN(C)C(=O)Nc2cccc3ccccc23)OCc2cn(nn2)CCCC1=O	-0.3	3
Cc1noc(C)c1S(=O)(=O)N(C)C[C@H]1OCc2ccccc2-c2ccccc2C(=O)N([C@H](C)CO)C[C@H]1C	-1.1	2
CSc1ccccc1NC(=O)CN(c1cccc(F)c1)S(C)(=O)=O	-0.7	4
CCC(=O)N(C)C[C@H]1Oc2cc(-c3cccc(C#N)c3)ccc2S(=O)(=O)N([C@H](C)CO)C[C@H]1C	-2.0	-12
NC(=O)c1ccccc1NC(=O)CCCN1C(=O)c2ccccc2C1=O	0.3	-16
O=C(C[C@H]1C=C[C@H](NC(=O)c2ccncc2)[C@H](CO)O1)NCCc1ccncc1	0.5	-2

Nothing new here: entries from further up.
SMILES	IDH1 R132H inh	PRC2 inh
COc1ccccc1NC(=O)N[C@H]1CC[C@H](CCNC(=O)c2ccc3c(c2)OCO3)O[C@@H]1CO	-0.3	-1
Cc1noc(C)c1NC(=O)Nc1ccc2c(c1)C(=O)N([C@H](C)CO)C[C@H](C)[C@@H](CN(C)Cc1ccc(Oc3ccccc3)cc1)O2	-2.0	.

More structures follow.
SMILES	IDH1 R132H inh	PRC2 inh
O=C(C[C@H]1C[C@@H]2c3cc(NC(=O)CC4CC4)ccc3O[C@@H]2[C@@H](CO)O1)NCc1ccc(Cl)cc1	-0.4	-1
C[C@H]1CN([C@@H](C)CO)C(=O)c2cc(-c3ccncc3)cnc2O[C@@H]1CN(C)C(=O)Cc1ccccn1	-11	-1
COc1ccc([Si](C)(C)[C@@H]2[C@@H](CCn3cc(CCO)nn3)O[C@]3(C(=O)N(C)c4ccccc43)[C@H]2C)cc1	.	7
Cc1noc(C)c1S(=O)(=O)N(C)C[C@@H]1OCCCC[C@@H](C)Oc2ccc(NS(C)(=O)=O)cc2C(=O)N([C@@H](C)CO)C[C@@H]1C	1.5	.
COc1cccc(S(=O)(=O)Nc2ccc3c(c2)[C@H]2C[C@H](CC(=O)NCC(F)(F)F)O[C@H](CO)[C@H]2O3)c1	-0.3	-12
CCCC(=O)Nc1ccc2c(c1)OC[C@@H](C)N(Cc1cc(-c3ccccc3)on1)C[C@@H](C)[C@H](OC)CN(C)C2=O	0.0	-7
C[C@@H]1CCCCO[C@H](CN(C)C(=O)Cc2ccccc2)[C@H](C)CN([C@@H](C)CO)C(=O)c2cc(NC(=O)c3ccccc3)ccc2O1	-1.5	.
C[C@H](O)C#Cc1cnc2c(c1)C(=O)N([C@@H](C)CO)C[C@@H](C)[C@@H](CN(C)Cc1ccccn1)O2	0.1	3
C[C@H]1CN([C@@H](C)CO)C(=O)c2cccc(NC(=O)NC3CCCCC3)c2O[C@H]1CN(C)C(=O)Nc1ccccc1	0.2	.
C[C@@H]1CCCCO[C@H](CN(C)C(=O)c2ccncc2)[C@H](C)CN([C@@H](C)CO)C(=O)c2cc(NS(C)(=O)=O)ccc2O1	-0.2	.
C[C@@H]1CN([C@@H](C)CO)C(=O)c2c(c3ccccc3n2C)-c2ccccc2CO[C@@H]1CN(C)CC1CC1	-5.7	-17
CCO[C@H]1OC(C(=O)N2CCOCC2)=C[C@@H](C2CCCCC2)[C@@H]1CCCO	.	2
COc1ccc(CN(C)C[C@@H]2Oc3ccc(NS(=O)(=O)c4cccs4)cc3CC(=O)N([C@H](C)CO)C[C@H]2C)cc1	0.2	.
CO[C@@H]1CN(C)C(=O)c2ccc(NC(=O)Nc3ccccc3)cc2OC[C@H](C)NC[C@H]1C	0.0	-31
C[C@H](CO)N1C[C@H](C)[C@H](CN(C)C(=O)Nc2cccc3ccccc23)Oc2ccc(NC(=O)CCN3CCOCC3)cc2CC1=O	-2.8	.
COc1ccc(NC(=O)Nc2ccc3c(c2)C(=O)N([C@H](C)CO)C[C@H](C)[C@H](CN(C)S(=O)(=O)c2cccs2)OCCCC[C@@H](C)O3)cc1	-2.8	.
CO[C@@H]1CN(C)C(=O)c2ccc(NC(=O)C3CC3)cc2OC[C@H](C)N(Cc2cccnc2)C[C@@H]1C	0.5	-6
CCCNC(=O)Nc1ccc2c(c1)OC[C@H](C)N(CC1CCCC1)C[C@H](C)[C@H](OC)CN(C)C2=O	0.7	-3
COc1cc2c(cc1OC)CN(C(=O)CSc1n[nH]c(N)n1)CC2	-0.1	.
C[C@@H](NC(=O)C[C@@H]1C=C[C@H](NC(=O)C2CCOCC2)[C@@H](CO)O1)c1ccccc1	0.1	8
C[C@H](CO)N1C[C@H](C)[C@@H](CN(C)Cc2ccncc2)OCc2cnnn2CCCC1=O	3.6	3
CCCNC(=O)N(C)C[C@H]1Oc2ncc(-c3ccccc3)cc2C(=O)N([C@@H](C)CO)C[C@@H]1C	-3.6	3
C[C@@H]1CN([C@H](C)CO)C(=O)CCCn2nncc2CO[C@@H]1CN(C)C(=O)Nc1ccc(C(F)(F)F)cc1	-0.8	.
C[C@@H]1CN([C@@H](C)CO)S(=O)(=O)c2ccc(C#Cc3ccccn3)cc2O[C@@H]1CN(C)CC1CC1	-2.1	-14
CO[C@H]1CN(C)C(=O)c2ccc(NS(C)(=O)=O)cc2OC[C@H](C)N(Cc2cccnc2)C[C@@H]1C	0.1	-5
(continued)
SMILES	IDH1 R132H inh	PRC2 inh
COCC(=O)N(C)C[C@@H]1Oc2ncc(-c3ccccc3OC)cc2C(=O)N([C@H](C)CO)C[C@@H]1C	-1.3	.
O=C(C[C@H]1C[C@H]2c3cc(NC(=O)C4CCC4)ccc3O[C@H]2[C@@H](CO)O1)NCc1ccccc1F	-0.2	-3
C[C@@H]1CN([C@@H](C)CO)C(=O)Cc2cc(NC(=O)NC3CCCCC3)ccc2O[C@H]1CN(C)S(C)(=O)=O	0.0	-1
COc1ccc(NC(=O)N(C)C[C@H]2OCCCC[C@@H](C)Oc3ccc(NC(=O)C4CCCCC4)cc3C(=O)N([C@@H](C)CO)C[C@H]2C)cc1	3.2	.
COc1ccc(Cl)cc1NC(=S)NCc1ccccn1	-0.3	17
C[C@H](CO)N1C[C@H](C)[C@H](CN(C)C(=O)c2ccc3c(c2)OCO3)Oc2ncc(C#Cc3ccccc3F)cc2C1=O	.	-4
C[C@@H]1CN([C@@H](C)CO)C(=O)c2cccc(NS(=O)(=O)c3cccs3)c2O[C@@H]1CN(C)CC1CC1	-0.5	-14
CC(C)CC#Cc1ccc2c(c1)O[C@@H](CN(C)C(=O)c1ccccc1)[C@H](C)CN([C@H](C)CO)S2(=O)=O	-0.2	.
COc1cccc(NC(=O)N(C)C[C@@H]2Oc3ncc(C#Cc4cccnc4)cc3C(=O)N([C@H](C)CO)C[C@@H]2C)c1	0.2	.
CCC(=O)Nc1ccc2c(c1)C(=O)N(C)C[C@H](OC)[C@@H](C)CN(C(=O)C1CC1)[C@H](C)CO2	0.3	3
CCCNC(=O)Nc1ccc2c(c1)C(=O)N(C)C[C@H](OC)[C@H](C)CN(C(=O)c1ccccc1F)[C@@H](C)CO2	0.0	10
Cc1cc(I)ccc1NC(=O)CN(c1cccc(F)c1)S(C)(=O)=O	-0.4	8
COc1ccc(NC(=O)CN(C)S(=O)(=O)c2ccc(C)cc2)c([N+](=O)[O-])c1	0.5	10
C[C@H]1CN([C@@H](C)CO)C(=O)c2cc(C#CC3(O)CCCC3)cnc2O[C@H]1CN(C)C(=O)CN(C)C	0.3	-6
COCC(=O)N(C)C[C@H]1Oc2cc(Br)ccc2S(=O)(=O)N([C@H](C)CO)C[C@H]1C	-0.1	5
CCCNC(=O)N(C)C[C@H]1Oc2cc(C#Cc3ccccn3)ccc2S(=O)(=O)N([C@@H](C)CO)C[C@H]1C	0.1	.
COc1ccc(C(=O)C(C)Oc2cccc(NC(=O)c3ccc([N+](=O)[O-])cc3)c2)cc1 (stereo not given)	0.0	3
O=C(CSc1nnc(-c2ccc(Cl)cc2)o1)Nc1ccccc1C(F)(F)F	-0.1	-11
Cc1noc(C)c1S(=O)(=O)Nc1ccc2c(c1)CC(=O)N([C@H](C)CO)C[C@@H](C)[C@@H](CN(C)C(=O)Nc1cccc3ccccc13)O2	1.1	.
COC(=O)COc1cccc(NC(=O)c2ccc(NC(=O)c3ccco3)cc2)c1	1.6	.
CCc1c(C)sc(NC(=O)COc2ccc(Cl)cc2)c1C(N)=O	0.2	-6
C[C@@H]1CN([C@H](C)CO)C(=O)Cc2cc(NC(=O)NC3CCCCC3)ccc2O[C@@H]1CN(C)C(=O)Nc1cccc2ccccc12	-0.4	3
COCC(=O)N(C)C[C@@H]1Oc2ncc(C#Cc3ccc(OC)cc3)cc2C(=O)N([C@@H](C)CO)C[C@@H]1C	0.0	.
Cc1cc(N(CC(=O)NC2CC3CCC2C3)S(C)(=O)=O)ccc1Br (stereo not given)	-0.1	-1
CN(C)CC(=O)Nc1ccc2c(c1)[C@H]1C[C@H](CC(=O)NCc3ccncc3)O[C@H](CO)[C@H]1O2	0.5	-4
The list continues:
SMILES	IDH1 R132H inh	PRC2 inh
NCC[C@@H]1CC[C@@H](NC(=O)Cc2ccncc2)[C@@H](CO)O1	0.7	-2
COc1ccc(S(=O)(=O)N(C)C[C@@H]2OCCCC[C@@H](C)Oc3ccc(NC(=O)Nc4ccccc4)cc3C(=O)N([C@@H](C)CO)C[C@H]2C)cc1	-0.9	.
COC(=O)C(CC#Cc1ccc2c(c1)[C@]1(C(=O)N2)[C@H](C(=O)NC[C@H](O)c2ccccc2)[C@H]2C(=O)O[C@H](c3ccccc3)[C@H](c3ccccc3)N2[C@@H]1c1ccccc1OCCO)C(=O)OC	.	-26
COc1ccc(CCNC(=O)c2cc3cc(Br)cc(OC)c3oc2=O)cc1OC	0.1	-10
O=C(CCCCC(=O)N/N=C/c1ccccn1)NO	.	9
CNC[C@@H]1OCCCC[C@@H](C)Oc2ccc(NC(=O)NC3CCCCC3)cc2C(=O)N([C@H](C)CO)C[C@@H]1C	.	6

Grouped by structure, those above containing a nitro group on carbon (2)
SMILES	IDH1 R132H inh	PRC2 inh
COc1ccc(NC(=O)CN(C)S(=O)(=O)c2ccc(C)cc2)c([N+](=O)[O-])c1	0.5	10
COc1ccc(C(=O)C(C)Oc2cccc(NC(=O)c3ccc([N+](=O)[O-])cc3)c2)cc1 (stereo not given)	0.0	3

Filtered by structure, the entries above containing a thiophene ring, fused or not
SMILES	IDH1 R132H inh	PRC2 inh
Cc1nc(SCC(=O)Nc2sc3c(c2C#N)CCCC3)nc2c1CCCC2	0.0	27
C[C@@H]1CCCCO[C@@H](CN(C)S(=O)(=O)c2cccs2)[C@@H](C)CN([C@@H](C)CO)C(=O)c2cc(NS(=O)(=O)c3ccc(F)cc3)ccc2O1	2.0	.
COc1ccc(CN(C)C[C@@H]2Oc3ccc(NS(=O)(=O)c4cccs4)cc3CC(=O)N([C@H](C)CO)C[C@H]2C)cc1	0.2	.
COc1ccc(NC(=O)Nc2ccc3c(c2)C(=O)N([C@H](C)CO)C[C@H](C)[C@H](CN(C)S(=O)(=O)c2cccs2)OCCCC[C@@H](C)O3)cc1	-2.8	.
C[C@@H]1CN([C@@H](C)CO)C(=O)c2cccc(NS(=O)(=O)c3cccs3)c2O[C@@H]1CN(C)CC1CC1	-0.5	-14
CCc1c(C)sc(NC(=O)COc2ccc(Cl)cc2)c1C(N)=O	0.2	-6
